UCHL1 block – human UCHL1 deubiquitinase inhibition. purified UCHL1, Ub-rhodamine cleavage fluorescence. P09936. AID 1645859. inhibition, % at 20 µM. 0.2% of 47,000 active
Target sequence (P09936 whole entry, looked up): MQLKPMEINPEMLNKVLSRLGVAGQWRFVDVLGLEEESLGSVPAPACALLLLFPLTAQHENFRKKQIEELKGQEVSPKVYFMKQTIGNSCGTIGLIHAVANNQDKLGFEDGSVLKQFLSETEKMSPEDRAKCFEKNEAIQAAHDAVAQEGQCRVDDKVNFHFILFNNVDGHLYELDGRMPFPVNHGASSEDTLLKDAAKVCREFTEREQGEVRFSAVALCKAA
USP30 block – blocks human USP30 ubiquitin-rhodamine cleavage; purified USP30, Ub-rhodamine cleavage fluorescence; inhibition, % at 25 µM; 5.3% of 47,000 active; AID 1645860
USP17 inh – human USP17-like deubiquitinase inhibition. purified USP17, Ub-rhodamine cleavage fluorescence, 3 h. inhibition, % at 50 µM. 6.5% of 47,000 active. AID 1645855
Target sequence (A8MUK1 whole entry, looked up): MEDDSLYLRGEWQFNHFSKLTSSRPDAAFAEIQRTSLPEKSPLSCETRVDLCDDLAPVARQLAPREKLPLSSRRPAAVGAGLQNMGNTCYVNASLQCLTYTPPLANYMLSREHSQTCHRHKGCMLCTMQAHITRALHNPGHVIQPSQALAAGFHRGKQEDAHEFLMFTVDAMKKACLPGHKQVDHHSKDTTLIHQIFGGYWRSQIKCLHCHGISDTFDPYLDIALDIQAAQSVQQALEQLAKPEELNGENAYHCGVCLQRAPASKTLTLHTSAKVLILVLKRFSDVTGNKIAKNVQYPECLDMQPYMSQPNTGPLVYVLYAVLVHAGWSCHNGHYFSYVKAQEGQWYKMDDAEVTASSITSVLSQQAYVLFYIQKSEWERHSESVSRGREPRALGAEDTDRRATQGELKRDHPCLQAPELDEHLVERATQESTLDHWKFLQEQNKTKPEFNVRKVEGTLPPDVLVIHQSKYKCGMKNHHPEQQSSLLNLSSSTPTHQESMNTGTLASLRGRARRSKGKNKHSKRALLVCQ
USP8 block – blocks human USP8 ubiquitin-rhodamine cleavage; inhibition, % at 20 µM; 4.2% of 47,000 active; purified USP8, Ub-rhodamine cleavage fluorescence, 30 min
OTUD3 block – blocks human OTUD3 ubiquitin-rhodamine cleavage; 0.7% of 47,000 active; inhibition, % at 25 µM; purified OTUD3, Ub-rhodamine fluorescence, 2 h; Q5T2D3
USP10 block – human USP10 deubiquitinase inhibition; Q14694; purified USP10, Ub-rhodamine fluorescence, 60 min; inhibition, % at 20 µM; 1.1% of 47,000 active; AID 1645856
USP7 inh – inhibitors of human USP7 deubiquitinase; 0.3% of 47,000 active; inhibition, % at 20 µM; Q93009; purified USP7, Ub-rhodamine cleavage fluorescence; AID 1645854
USP28 inh – inhibitors of human USP28 deubiquitinase; inhibition, % at 25 µM; Q96RU2; 3% of 47,000 active; purified USP28, Ub-rhodamine cleavage fluorescence, 30 min
* marks the source's active call; other numbers are inactive results; nt = no result given. No stated cut-off is given here; in the data, active means inhibition above about 30%; inactive means the rest.

[1] COC(=O)C(CCCCN(O)C(=O)/C=C/c1ccccc1)NC(=O)CC(O)(CC(=O)NC(CCCCN(O)C(=O)/C=C/c1ccccc1)C(=O)OC)C(=O)O (stereo not drawn)
[2] Nc1c(C(=O)NCc2ccccc2)nsc1C(=O)NCCN1CCCC1
[3] Cc1ccc(C(=O)O)cc1NS(=O)(=O)c1cccc2nsnc12
[4] NC(=S)N=Nc1c(O)[nH]c2ccc(Br)cc12
[5] CN1CCC2(Cc3ccccc3CN(C(=O)c3ccccc3)C2)C1 (stereo not drawn)
Compound,1,2,3,4,5
UCHL1 block,-1,-1,1,5,0
USP30 block,-36,-2,-77,34*,-42
USP17 inh,7,6,-31,22,-21
USP8 block,-22,-9,-30,2,-84
OTUD3 block,3,-15,15,7,-5
USP10 block,-4,-5,1,0,-1
USP7 inh,-3,-17,-6,7,-9
USP28 inh,7,-5,4,14,-14

[6] C[C@H](NC(=O)C1CCN(C(=O)[C@H](Cc2ccccc2)NC(=O)OC(C)(C)C)CC1)C(=O)NCc1ccc(F)cc1
[7] COc1ccc(Nc2nc(Nc3cccc(F)c3)nc3nccnc23)cc1
[8] CC(=O)c1ccc(-n2nnc(C(=O)c3ccc(Cl)cc3Cl)c2C)cc1
[9] Cc1cccc(C(=O)N2CCc3cnn(C)c3C2COCC2CC2)n1 (stereo not drawn)
[10] O=C1C[C@@H]2O[C@H](CNC(=O)[C@@H]3CN(CCN3C(=O)C3CCOCC3)C(=O)[C@@H]3C[C@@H](CN3C3CCCCC3)N1)[C@@H](O)[C@H]2O
Compound,6,7,8,9,10
UCHL1 block,0,-143,1,-3,-5
USP30 block,0,-64,-40,-29,-391
USP17 inh,-5,2,-1,-10,-96
USP8 block,-7,-28,-2,-8,-14
OTUD3 block,-3,-19,-9,-2,-68
USP10 block,-4,-9,8,-5,-6
USP7 inh,-4,-50,0,-2,-20
USP28 inh,-3,-23,-17,0,-86

[11] Clc1ncc(CN2CCc3ccccc3C2)s1
[12] Cc1nc2cc(-c3ccccc3)nn2c(C)c1CC(=O)Nc1ccccc1
[13] CNC(=O)C1CN(C(=O)Nc2cc(C)ccc2C)CC12CCOCC2 (stereo not drawn)
[14] Cc1cccc(NC(=O)c2ccc(-c3cncnc3)nc2)c1C
[15] O=C(Nc1ccc(N2CCN(Cc3ccccc3)CC2)cc1)c1cc2ccccc2o1
Compound,11,12,13,14,15
UCHL1 block,2,-2,4,-8,-3
USP30 block,0,nt,nt,-152,6
USP17 inh,12,11,12,-27,7
USP8 block,35*,0,2,-13,0
OTUD3 block,3,-12,1,-73,0
USP10 block,2,0,2,-6,1
USP7 inh,0,0,5,-11,0
USP28 inh,38*,nt,nt,-58,1

[16] COc1ccc(NS(=O)(=O)c2cc(NC(=O)CC(=O)c3ccc([N+](=O)[O-])cc3)ccc2Cl)cc1
[17] Cc1cnc(C2(C)CCN(C(=O)CCc3c(C)noc3C)CC2)s1
[18] Cc1cc(Cl)ccc1NC(=O)c1cc(-c2cccnc2)n[nH]1
[19] O=C(c1cc2ccccc2oc1=O)N(Cc1ccc(Cl)cc1)C1CCS(=O)(=O)C1 (stereo not drawn)
[20] COc1ccc(-c2nc3cccnc3n2C2CCN(C(=O)c3ccncc3)C2)cc1 (stereo not drawn)
Compound,16,17,18,19,20
UCHL1 block,-1,-2,0,-2,-8
USP30 block,19,-2,23,-3,-95
USP17 inh,49*,-3,67*,-3,-20
USP8 block,58*,1,7,-11,-23
OTUD3 block,-4,-5,-1,-5,-6
USP10 block,58*,1,1,0,-2
USP7 inh,7,0,7,-6,-4
USP28 inh,0,-18,93*,0,-18

[21] CS(=O)(=O)N1CCN(C(=O)C2CCCC2)CC(Cc2ccccn2)C1 (stereo not drawn)
[22] Cc1c(C(=O)O)oc2c1/C(=N\O)CCC2
[23] O=C(O)CSc1nnc(-c2ccc3ccccc3c2)o1
[24] O=C1NCc2ccccc2CC12CCCCN2Cc1cc(O)cc(O)c1 (stereo not drawn)
[25] CC(C)c1ccc(S(=O)(=O)N2CCCC(c3nc(-c4cccnc4)no3)C2)cc1 (stereo not drawn)
Compound,21,22,23,24,25
UCHL1 block,-1,1,-4,-4,11
USP30 block,2,-3,-6,-32,82*
USP17 inh,7,-14,1,-23,52*
USP8 block,3,-2,-1,-21,3
OTUD3 block,3,1,2,-11,29
USP10 block,-1,-1,0,-7,6
USP7 inh,0,2,0,-7,9
USP28 inh,-4,-3,-5,-15,21

[26] O=C(NCc1noc(-c2ccccc2)n1)C1CC1c1ccccc1 (stereo not drawn)
[27] Cc1nn(CC(=O)Nc2ccc(Br)c3cccnc23)c(=O)c2ccccc12
[28] CCOC(=O)c1noc2nc(C)nc(NCC3CCN(Cc4cc(C)ccc4C)CC3)c12
[29] Cc1nc2cc(-c3nccn3C)nn2c(N2CCCC2)c1C
[30] COCCN1CCOCC2(CCCN(C(=O)c3nn(C)c4ccccc34)C2)C1 (stereo not drawn)
Compound,26,27,28,29,30
UCHL1 block,0,4,-4,-3,-5
USP30 block,-135,14,-10,-19,-16
USP17 inh,8,65*,-13,-15,-7
USP8 block,-1,0,0,-39,-38
OTUD3 block,-2,0,-16,4,-2
USP10 block,-3,3,-3,0,-3
USP7 inh,1,8,1,-9,-4
USP28 inh,-9,15,-8,16,-10

[31] COc1cccc(CNC(=O)N2CCN(Cc3ccc4nccnc4c3)CC2)c1
[32] Cc1ccc(S(=O)(=O)N[C@@H](C(=O)N2CCC(C(=O)N[C@H](Cc3ccccc3)C(=O)O)CC2)C(C)C)cc1
[33] c1ccc(-c2nc(N3CCOCC3)c3sccc3n2)cc1
[34] O=C(CCc1c[nH]c2ccccc12)N1CCN(C(=O)c2ccncc2)CC1
[35] Cc1ccccc1NC(=O)CN1C(=O)CC(c2ccccc2)S(=O)(=O)c2ccccc21 (stereo not drawn)
Compound,31,32,33,34,35
UCHL1 block,-2,-1,1,-1,2
USP30 block,-10,12,0,4,6
USP17 inh,-14,17,-3,-2,23
USP8 block,-8,0,4,-18,-2
OTUD3 block,-4,14,-3,0,14
USP10 block,0,1,3,2,0
USP7 inh,0,-1,-3,0,-1
USP28 inh,-9,8,3,-3,14

[36] O=C(O)[C@@H]1CCCN1C(=O)[C@@H](Cc1ccccc1)n1c(=O)[nH]c2ccccc2c1=O
[37] COc1cc(NC(=O)Cc2ccccc2)ccc1NC(=O)c1cc2ccccc2o1
[38] Cc1ncoc1C(=O)N1CCCCC1c1ncc(Cc2ccc(Cl)cc2)o1 (stereo not drawn)
[39] Cc1cc(C)cc(NC(=O)CCn2cnc3c2c(=O)n(C)c(=O)n3C)c1
[40] CC(C)C[C@@H](C(=O)N[C@@H](C(=O)O)c1ccccc1)n1c(=O)[nH]c2ccccc2c1=O
Compound,36,37,38,39,40
UCHL1 block,-3,4,-4,-1,-1
USP30 block,5,41*,-9,-4,3
USP17 inh,-7,70*,-38,-1,-6
USP8 block,-55,8,-40,-1,-48
OTUD3 block,-6,11,-10,-10,1
USP10 block,1,34*,-1,0,2
USP7 inh,2,10,-17,0,1
USP28 inh,-14,22,-10,-17,-6

[41] Cc1nc(-c2noc3ccc(C(=O)Nc4cccnc4)cc23)cs1
[42] CC(CCc1ccccc1)NC(=O)[C@H](C)N1C(=O)N2CCc3c([nH]c4ccccc34)[C@@]2(C)C1=O (stereo partly drawn)
[43] O=C(CC1c2ncccc2C(=O)N1c1ccccc1)NCc1ccccc1F (stereo not drawn)
[44] Cc1ccc(OCc2nc3ccccc3n2C(C)c2ccccc2)cc1 (stereo not drawn)
[45] CN1CC[C@@H]2NS(=O)(=O)c3ccccc3O[C@H]2CC1
Compound,41,42,43,44,45
UCHL1 block,0,7,1,8,-4
USP30 block,72*,0,3,34*,nt
USP17 inh,-20,nt,0,17,-23
USP8 block,-172,1,-1,9,-24
OTUD3 block,1,13,1,18,3
USP10 block,0,5,-1,7,-4
USP7 inh,2,6,3,-9,-3
USP28 inh,0,11,5,27,nt

[46] COCCn1c(SCC(=O)N2CCCc3ccccc32)nnc1-c1c[nH]c2ccccc12
[47] COc1cc(Cl)c(NC(=O)c2cc(-c3ccccn3)n[nH]2)c(OC)c1
[48] CCn1c(=O)c(C(=O)N2CCN(CC(C)C)CC2)nc2cccnc21
[49] COc1cccc(C(=O)N2CCCC(c3[nH]nc4nccnc34)C2)c1 (stereo not drawn)
[50] CC(=O)N1[C@@H]2CN(C(=O)c3cc(C)nc4onc(C)c34)[C@@H]3CCC[C@H]1[C@]3(C)C2
Compound,46,47,48,49,50
UCHL1 block,0,9,0,2,-2
USP30 block,2,31*,-25,10,0
USP17 inh,-13,47*,-7,8,-2
USP8 block,2,49*,-10,10,3
OTUD3 block,0,12,5,1,0
USP10 block,4,38*,-5,0,0
USP7 inh,-2,24,3,1,0
USP28 inh,-7,12,-6,5,0

[51] Cc1ccc(-c2ccc(N3CCOCC3)nn2)cc1S(=O)(=O)N1CCC(C)CC1
[52] COc1ccc2c(c1)C[C@@H](c1cccnc1)N[C@H]2c1ccccn1
[53] CCN1CCC2(CN(S(C)(=O)=O)CC23CCN(C(=O)NCc2ccccc2)CC3)C1=O (stereo not drawn)
[54] O=C(Nc1ccc2c(c1)CCC2)c1cncc(Br)c1
[55] COc1ccc(C(=O)N2CCN(C3CCN(Cc4c(C)noc4C)CC3)C(=O)C2)c(C)c1
[56] COc1cccc(NC(=O)CN2CCC(Nc3nc(C)cc(=O)[nH]3)CC2)c1
Compound,51,52,53,54,55,56
UCHL1 block,6,2,3,-4,0,-2
USP30 block,0,3,27,8,4,-15
USP17 inh,-5,1,-7,6,13,-17
USP8 block,7,-10,-22,7,18,0
OTUD3 block,2,13,5,5,8,-2
USP10 block,-2,-4,0,0,-4,-1
USP7 inh,4,0,2,-9,1,0
USP28 inh,-2,3,7,20,5,-3

Gathered by group: those above containing an aryl methoxy group
[7] COc1ccc(Nc2nc(Nc3cccc(F)c3)nc3nccnc23)cc1
[16] COc1ccc(NS(=O)(=O)c2cc(NC(=O)CC(=O)c3ccc([N+](=O)[O-])cc3)ccc2Cl)cc1
[20] COc1ccc(-c2nc3cccnc3n2C2CCN(C(=O)c3ccncc3)C2)cc1 (stereo not drawn)
[31] COc1cccc(CNC(=O)N2CCN(Cc3ccc4nccnc4c3)CC2)c1
[37] COc1cc(NC(=O)Cc2ccccc2)ccc1NC(=O)c1cc2ccccc2o1
[47] COc1cc(Cl)c(NC(=O)c2cc(-c3ccccn3)n[nH]2)c(OC)c1
[49] COc1cccc(C(=O)N2CCCC(c3[nH]nc4nccnc34)C2)c1 (stereo not drawn)
Compound,7,16,20,31,37,47,49
UCHL1 block,-143,-1,-8,-2,4,9,2
USP30 block,-64,19,-95,-10,41*,31*,10
USP17 inh,2,49*,-20,-14,70*,47*,8
USP8 block,-28,58*,-23,-8,8,49*,10
OTUD3 block,-19,-4,-6,-4,11,12,1
USP10 block,-9,58*,-2,0,34*,38*,0
USP7 inh,-50,7,-4,0,10,24,1
USP28 inh,-23,0,-18,-9,22,12,5

[52] COc1ccc2c(c1)C[C@@H](c1cccnc1)N[C@H]2c1ccccn1
[55] COc1ccc(C(=O)N2CCN(C3CCN(Cc4c(C)noc4C)CC3)C(=O)C2)c(C)c1
[56] COc1cccc(NC(=O)CN2CCC(Nc3nc(C)cc(=O)[nH]3)CC2)c1
Compound,52,55,56
UCHL1 block,2,0,-2
USP30 block,3,4,-15
USP17 inh,1,13,-17
USP8 block,-10,18,0
OTUD3 block,13,8,-2
USP10 block,-4,-4,-1
USP7 inh,0,1,0
USP28 inh,3,5,-3
